Vif-APOBEC3G blk = qHTS for Inhibitors of Vif-A3G Interactions: qHTS; DNA dC->dU-editing enzyme APOBEC-3G (Homo sapiens), Q9HC16; HeLa A3G-eYFP + Vif (tagged APOBEC3G with the HIV-1 protein that degrades it), YFP fluorescence, overnight; Potency, µM (series often up to 46.1 µM), inactives show at the highest dose activity, negative = active, usual class: inhibitors; 0.076% of 410,000 active; AID 602310, 2012;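 also: % is scaled to controls: 0 for no effect and ±100 for the full control effect; nearly all actives have a fitted effect of over 60% in size; hits raise eYFP signal because A3G escapes Vif-driven loss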
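HeLa cells stably expressing Vif and C-terminally eYFP-tagged A3G, seeded overnight at 37 deg C, then exposed to compound by pintool overnight at 37 deg C. Rise in yellow fluorescence (Ex 488/Em 500-530, Acumen) marks blocked Vif-driven A3G degradation.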
IDH1 R132H inh = qHTS for Inhibitors of mutant isocitrate dehydrogenase 1 (IDH1): qHTS; Potency, µM (doses to about 76.6 µM), without a hit: at the top dose activity change, negative = inhibition, usual class: inhibitors; Isocitrate dehydrogenase [NADP] cytoplasmic (Homo sapiens), O75874; IDH1-R132H enzyme, NADPH consumption, diaphorase/resazurin fluorescence; 0.093% of 390,000 active; also: % is scaled to controls: 0 for no effect and ±100 for the full control effect; nearly all actives have a fitted effect of over 65% in size
Target sequence (O75874 whole entry R132H, stated change not applied): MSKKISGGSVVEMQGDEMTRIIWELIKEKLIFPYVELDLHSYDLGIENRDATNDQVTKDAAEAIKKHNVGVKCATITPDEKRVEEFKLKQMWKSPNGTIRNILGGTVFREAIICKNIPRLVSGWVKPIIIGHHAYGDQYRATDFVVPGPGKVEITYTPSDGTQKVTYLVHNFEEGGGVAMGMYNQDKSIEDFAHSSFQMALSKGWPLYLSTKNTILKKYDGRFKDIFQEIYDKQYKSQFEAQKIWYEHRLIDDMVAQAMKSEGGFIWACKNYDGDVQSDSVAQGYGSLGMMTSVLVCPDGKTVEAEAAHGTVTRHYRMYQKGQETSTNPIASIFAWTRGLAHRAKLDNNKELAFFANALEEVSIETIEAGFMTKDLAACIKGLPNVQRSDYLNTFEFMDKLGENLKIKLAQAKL
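IDH1-R132H (0.5 ug/mL) preincubated 30 min with compound, then NADPH (0.016 mM) and alpha-KG (2 mM) added; 80 min at RT, pH 7.5. Remaining NADPH coupled via diaphorase/resazurin to fluorescence (540/590 nm); concentration-response curves normalized to no-enzyme control.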
Vif-A3F inh = qHTS for Inhibitors of Vif-A3F Interactions: qHTS; HeLa A3F-eYFP + Vif (tagged APOBEC3F with the HIV-1 protein that degrades it), YFP fluorescence increase; Potency, µM (highest dose often 46.1 µM), for inactives: top-dose activity, negative = active; 0.2% of 390,000 active; AID 602313, 2012; also: % of control where 0% means no effect; nearly all actives have a fitted effect of over 65% in size
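Fluorescence increase (Ex 488/Em 500-530) after overnight compound treatment at 37 deg C flags inhibition of Vif-driven A3F-eYFP loss in stable HeLa A3F-eYFP/Vif cells seeded overnight beforehand.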
RXFP1 agonist = qHTS Assay for Agonists of the Relaxin Receptor RXFP1 | 0.3% of 370,000 active | Potency, µM (titrated, usually from 57.5 µM), without a hit: at the highest dose activation, usual class: activators | Relaxin receptor 1 (Homo sapiens), Q9HBX9 | HEK293T-RXFP1 cAMP TR-FRET, 30 min; response scale: percent of porcine relaxin response, buffer zero; also: % is scaled to controls: 0 for no effect and ±100 for the full control effect; nearly all actives have a fitted effect of over 60% in size; many of its hits are not listed in these tables
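HEK293 cells stably expressing RXFP1, treated 30 min at 37C with compounds plus PDE4 inhibitor Ro 20174; cAMP measured by HTRF TR-FRET. Normalized to buffer and 29 nM porcine relaxin; EC50 by Hill fit.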
TrxR1 substrate = qHTS Assay for Substrates of Mammalian Selenoprotein Thioredoxin Reductase 1 (TrxR1): qHTS | Thioredoxin reductase 1, cytoplasmic (Rattus norvegicus), O89049 | purified TrxR1 substrate turnover, NADPH consumption readout | Potency, µM (highest dose often 114 µM), for inactives: at the top dose activity change, negative = substrate turnover | 0.01% of 390,000 active; also: % is scaled to controls: 0 for no effect and ±100 for the full control effect; nearly all actives have a fitted effect of over 50% in size
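Rat TrxR1, dispensed at 90 nM, was prereduced with 400 uM NADPH (final) for 5 min at ~22 deg C, then incubated with compound 15 min before 400 uM selenite. A first-read NADPH fluorescence drop versus no-compound background flagged substrates.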
RGS4 inhibitor = Inhibitors of Regulator of G Protein Signaling (RGS) 4: qHTS | Regulator of G-protein signaling 4 (Homo sapiens), P49798 | 0.039% of 390,000 active | Transcreener GDP fluorescence polarization, RGS4-accelerated GTP hydrolysis | Potency, µM (top dose mostly 114 µM), inactives show at the highest dose activity change, negative = inhibition, actives largely listed as inhibitors; also: % is scaled to controls: 0 for no effect and ±100 for the full control effect; nearly all actives have a fitted effect of over 75% in size; some results filed as inactive show a strong effect at the top dose
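MLSMR compounds (23 nl, pin-transferred) preincubated 10 min at room temperature with a 500nM (2x) first reagent, then RGS4 at 900nM (2x) plus Transcreener GDP mix added; fluorescence polarization (620/688 nm) read before and after 90 min at 30 °C.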
12-LOX inh = Primary qHTS assay for inhibitors of human arachidonate 12S-lipoxygenase (ALOX12): Round 2; Polyunsaturated fatty acid lipoxygenase ALOX12 (Homo sapiens), P18054; purified 12hLO, xylenol orange hydroperoxide absorbance; Potency, µM (top dose mostly 108 µM), inactives show at the top dose activity change, negative = inhibition, usual class: inhibitors; 1.1% of 580,000 active; AID 1671190, 2021; also: % is scaled to controls: 0 for no effect and ±100 for the full control effect
Target sequence (P18054 whole entry, looked up): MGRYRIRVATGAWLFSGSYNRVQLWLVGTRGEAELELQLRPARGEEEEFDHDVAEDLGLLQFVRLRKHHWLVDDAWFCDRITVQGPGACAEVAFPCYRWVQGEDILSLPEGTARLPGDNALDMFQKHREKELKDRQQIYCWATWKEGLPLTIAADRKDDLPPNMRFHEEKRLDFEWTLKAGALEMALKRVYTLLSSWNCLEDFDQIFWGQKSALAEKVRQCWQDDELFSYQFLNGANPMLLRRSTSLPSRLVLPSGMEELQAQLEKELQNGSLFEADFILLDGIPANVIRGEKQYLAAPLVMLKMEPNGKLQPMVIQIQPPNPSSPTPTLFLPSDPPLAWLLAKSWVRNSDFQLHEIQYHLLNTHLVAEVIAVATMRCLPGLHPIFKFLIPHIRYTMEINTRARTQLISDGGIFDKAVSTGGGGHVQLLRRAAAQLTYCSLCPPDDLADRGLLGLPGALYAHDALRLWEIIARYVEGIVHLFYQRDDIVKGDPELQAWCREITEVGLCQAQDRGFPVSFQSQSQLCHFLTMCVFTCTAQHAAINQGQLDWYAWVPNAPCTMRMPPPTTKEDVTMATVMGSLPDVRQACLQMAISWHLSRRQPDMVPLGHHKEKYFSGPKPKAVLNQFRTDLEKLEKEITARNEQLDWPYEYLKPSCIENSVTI
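Purified human 12hLO (150 nM final) in 25 mM Hepes, 0.01% Triton X-100, pH 7.0 was preincubated 15 min at room temperature with compound. Then 40 uM arachidonic acid was added, 30 min. Hydroperoxide was read by Fe-XO absorbance ratio 573/405 nm.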
USP1-UAF1 inh = Inhibitors of USP1/UAF1: Primary Screen | recombinant USP1/UAF1, Ub-Rhodamine cleavage fluorescence | Potency, µM (series often up to 57.1 µM), without a hit: top-dose activity change, negative = inhibition, actives largely listed as inhibitors | 0.23% of 390,000 active | AID 743255, 2014; also: % is scaled to controls: 0 for no effect and ±100 for the full control effect; nearly all actives have a fitted effect of over 60% in size; inactives centre near -12
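In this screen, compounds sit with the deubiquitinase complex (1nM) for 15 min at room temperature before Ub-Rho is added at 150nM final. Fluorescence rise is then followed for 6 reads every 60 seconds.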
rTrxR1 inhibitor = qHTS Assay for Inhibitors of Mammalian Selenoprotein Thioredoxin Reductase 1 (TrxR1): qHTS | Thioredoxin reductase 1, cytoplasmic (Rattus norvegicus), O89049 | recombinant rTrxR1, NADPH fluorescence consumption, selenite substrate | Potency, µM (series often up to 114 µM), for inactives: at the highest dose activity change, negative = inhibition, hits mostly inhibitors | 1% of 390,000 active | AID 588453, 2011; also: % is scaled to controls: 0 for no effect and ±100 for the full control effect; nearly all actives have a fitted effect of over 65% in size
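Rat TrxR1 (90 nM in the dispensed reagent) was pre-reduced with 400 uM NADPH for 5 min at room temperature, then incubated with compound for 15 min. After 400 uM selenite was added, NADPH fluorescence (Ex 340/Em 450 nm) was followed for 8 min.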
The depositor's hits bear a star; ? = inconclusive; · = no result given; [ ] = another dose, or the depositor's remark. Calls follow the shape of the dose curve; as a rule, active = well fitted curve in the direction sought with a large enough effect; inconclusive = small, poorly fitted or top-dose-only effect, or another doubt; inactive = no such curve, though single readings can be large; an effect the other way counts as inactive or inconclusive. Potency is read from the fitted curve at half-maximal effect. This is a subset; rates above refer to the full screens.

SMILES	Vif-APOBEC3G blk	IDH1 R132H inh	Vif-A3F inh	RXFP1 agonist	TrxR1 substrate	RGS4 inhibitor	12-LOX inh	USP1-UAF1 inh	rTrxR1 inhibitor
COC(=O)c1ccc(OCC(O)CN(CCO)CCO)cc1 (stereo not given)	-1.9%	9.3%	-1.5%	2.5%	0.6%	-6.4%	-16.5%	-15.6%	3.6%
CC(=O)N1CCC(N2CCN(c3ccccc3F)CC2)CC1	6.8%	1.2%	-0.7%	1.6%	-3.5%	30.0%	-8.9%	1.1%	13.7%
Cc1cccc(C)c1NC(=O)CSc1nc2c([nH]1)c(=O)n(C)c(=O)n2C	1.8%	18.5%	2.5%	11.2%	9.1%[57.1 µM]	29.2%	-26.4%	-7.0%	23.2%[57.1 µM]
COCCC(=O)N1CCC(Oc2ccc(C(=O)N3C[C@@H]4CCC[C@H]3C4)cc2)CC1	-1.2%	10.4%	-4.1%	-1.2%	-3.3%	13.0%	3.5%	-4.9%	-3.9%
NS(=O)(=O)c1ccc(CCNC(=O)C2CCCN(S(=O)(=O)c3cccnc3)C2)cc1 (stereo not given)	0.4%	-5.6%	0.7%	0.1%	0.2%[57.1 µM]	-25.0%	187.1%[activator]	-14.5%	-13.6%[57.1 µM]
C#CCN(C[C@@H]1[C@@H](OC(=O)NCc2ccc(OC)c(OC)c2)[C@@H](OC(=O)NCc2ccc(OC)c(OC)c2)Cn2c(=O)ccc(=O)n21)S(=O)(=O)c1ccc(C)cc1	?	13.2%	-1.3%	·	·	·	78.7%[activator]	-14.0%	·
CCn1cc([N+](=O)[O-])c(C(=O)Nc2ccn(Cc3ccccc3)n2)n1	-3.5%	1.0%	-2.7%	2.4%	-9.0%	5.1%	-1.9%	-8.4%	-7.8%
O=C(NC(=S)Nc1ccc(S(=O)(=O)N2CCCCC2)cc1)c1ccccc1	1.0%	-3.3%	-0.5%	-0.2%	3.5%[57.1 µM]	25.6%	12.6µM*	-1.4%	11.2µM*
CC1CC(C)CN(S(=O)(=O)c2ccc(C(=O)N3CC(C)OC(C)C3)cc2)C1 (stereo not given)	-1.9%	0.6%	-0.9%	-1.5%	4.0%	21.7%	?	-16.8%	11.7%
CCCOC(=O)c1ccc(O)c(OC)c1	-0.2%	1.9%	8.8%	-1.2%	-3.3%	-23.0%	1.1%	-1.8%	29.1%[57.1 µM]
Cc1cccc(NC(=O)N2CCC(NC(=O)C3CCCCC3)CC2)c1	2.9%	-7.3%	-4.7%	-3.2%	8.2%	2.7%	-20.4%	-15.1%	16.4%
O=C(O)/C=C/C(=O)N1CCc2ccccc21	-0.3%	-7.1%	-8.1%	0.2%	-3.7%	12.9%[56.9 µM]	7.8%	3.7%	-1.8%
NS(=O)(=O)c1ccc(CCN2C(=O)CCC2=O)cc1	0.7%	-1.7%	-2.0%	2.8%	6.4%	-14.4%	14.0%	-17.0%	8.0%
O=C(Nc1ccc(S(=O)(=O)Nc2nccs2)cc1)/C(=C/c1ccccc1Cl)NC(=O)c1ccccc1	-3.0%	-3.9%	1.3%	-0.8%	-0.8%	2.8%	-15.9%	-17.5%	-7.8%
O=C(/C=C/c1ccccc1Cl)NCCCn1ccnc1	-2.8%	5.0%	-2.3%	-0.3%	8.9%[57.1 µM]	-17.6%	7.6%	-15.3%	3.9%[57.1 µM]
Cc1ccc(-c2nc(=O)[nH]c3ccccc23)cc1	-0.8%	5.2%	5.2%	4.6%	17.0%[57.1 µM]	-0.3%	?	?	17.9%[57.1 µM]
COc1ccc(CNC(=O)c2cc(C(C)=O)c[nH]2)cc1	0.4%	-15.4%	3.7%	9.2%	-4.5%	-6.4%[56.9 µM]	0.0%	-8.9%	9.9%
Cc1cc(N2CCN(C(=O)c3ccoc3)CC2)n2nc(-c3ccccc3)cc2n1	-3.5%	1.0%	-16.9%	·	·	·	0.0%	-12.3%	·
COc1ccc(OC)c(NC2c3ncccc3C(=O)N2Cc2ccco2)c1 (stereo not given)	-2.4%	-0.6%	-2.2%	1.8%	-3.7%	7.3%	?	-16.7%	8.2%
O=C(NC12CCC(O)C(SC1)/C2=N/O)c1ccccc1 (stereo not given)	0.3%	-5.0%	-0.7%	2.0%	-1.7%	-26.6%	0.0%	-15.1%	-0.2%
Cc1cccc(C(=O)OCC(=O)N2CCCC2=O)c1O	0.1%	1.5%	1.6%	-0.5%	5.6%	-0.3%	-11.9%	2.6%	7.0%
Cc1nnc(SCc2nc3sc4c(c3c(=O)[nH]2)CCCC4)[nH]c1=O	-0.2%	5.2%	-10.4%	0.0%	-8.6%	24.0%	-24.8%	-5.0%	8.9%[57.1 µM]
O=C(O)C1Cc2ccccc2CN1C(=O)CSc1nnc2ccccn12 (stereo not given)	5.9%	-3.4%	-2.3%	35.5µM*	-1.2%[57.1 µM]	-8.4%	-14.9%	-25.9%	8.9%[57.1 µM]
Cc1ccc(C(C)C)c2oc(=O)cc(-c3ccc(-c4ccc(C(F)(F)F)cc4)cc3)c12	3.9%	-1.5%	-0.5%	·	4.2%	18.8%	-1.0%	?	14.6%
O=C(OCC(=O)N1CCC(Cc2ccccc2)CC1)c1ccccc1NCCO	3.0%	-6.4%	10.4%	3.3%	111.5%[activator]	-18.6%	?	-7.9%	-2.1%
Cc1ccc(CCC(=O)Nc2ncc(Cc3cccc(Cl)c3Cl)s2)o1	-40.3%	1.7%	-1.8%	0.6%	-5.3%	-3.7%	-0.4%	-14.1%	-1.3%
CC1CN(C(=O)CCC(=O)N2CCN(c3ccccn3)CC2)c2ccccc2O1 (stereo not given)	1.5%	-13.2%	-0.2%	2.0%	17.0%[57.1 µM]	9.8%	4.1%	-18.3%	16.8%[57.1 µM]
O=C1COc2ccc(S(=O)(=O)N3CCN(c4cccc(Cl)c4)CC3)cc2N1	1.1%	7.6%	-3.1%	-1.7%	-1.8%	60.8%[activator]	-0.8%	1.7%	19.0%
CCN(CC)C(=O)N1c2ccccc2Sc2ccccc21	2.6%	8.5%	-0.1%	-1.9%	-1.7%	-0.3%	-0.5%	-29.5%	10.7%
N#Cc1c(Nc2ccc(Cl)cc2)s[nH]c1=O	-4.6%	5.4%	-9.5%	-22.4%	-12.6%[11.4 µM]	?	?	-12.2%	34.7%[11.4 µM]
COc1ccc(Cc2nnc(Nc3ccc(Cl)cc3)[nH]c2=O)cc1	-9.7%	-2.3%	-17.1%	-3.6%	6.7%	-1.1%	11.3%	-21.4%	29.6%
O=C(CSc1nc2ccccc2s1)N1c2ccccc2Sc2ccc(C(F)(F)F)cc21	2.9%	-11.2%	-4.6%	4.6%	0.5%[57.1 µM]	-18.6%	5.3%	-3.0%	23.0%[57.1 µM]
CCc1ccc(NC(=O)CSC2=Nc3ccccc3C3=NC(CCC(=O)NCc4cccs4)C(=O)N23)cc1 (stereo not given)	-3.1%	3.9%	9.7%	12.3%	7.6%[57.1 µM]	-1.7%	3.7%	0.3%	16.4%[57.1 µM]
O=C(O)c1cccc(NC(=O)c2cc3cc(Br)cc(Br)c3oc2=O)c1	·	·	·	-2.2%	-10.7%	-2.5%	-23.1%	-18.5%	?
CCN(CC)CCNC(=O)C(Oc1ccccc1)Oc1ccccc1	-0.7%	-9.6%	1.3%	-3.3%	-1.6%	-9.6%	0.0%	-11.2%	-1.1%
COC(=O)c1cc(OC)nc2c1c(=O)n(C)c(=O)n2C	1.5%	0.1%	-2.3%	5.9%	247.1%[activator]	16.6%	-21.7%	2.6%	-18.0%
COc1ccc(/C=C/C(=O)NC(CCSC)C(=O)O)cc1 (stereo not given)	0.3%	6.9%	2.3%	0.1%	8.3%[57.1 µM]	5.6%	5.0%	-19.7%	10.5%[57.1 µM]
COc1cc(/C=N/NC(=O)c2ccc(Cl)cc2)ccc1OCC(=O)N1CC(C)OC(C)C1 (stereo not given)	1.0%	1.3%	12.1%	0.2%	-1.6%[57.1 µM]	1.0%	-3.8%	-6.0%	-3.7%[57.1 µM]
O=C(Nc1ccc(F)cc1F)C1CCN(c2ncccn2)CC1	-0.2%	2.8%	-2.8%	-0.5%	-0.7%	16.2%	-18.6%	-23.7%	13.6%
NC(=O)C1(N2CCCCC2)CCN(C(=O)c2cccs2)CC1	1.7%	10.8%	2.9%	0.6%	7.1%[57.1 µM]	0.5%	-4.0%[57.4 µM]	-19.3%	8.7%[57.1 µM]
